Assay outcomes: PubChem BioAssay, National Center for Advancing Translational Sciences (NCATS)
GAA glycogen mod = GAA glycogen-cleavage inhibition or activation; P10253; Potency, µM (doses to about 76.4 µM), for the others: top-dose activity change, negative = inhibition, actives largely listed as inhibitors; 0.38% of 300,000 active; recombinant GAA, glycogen substrate, Amplex Red glucose oxidase fluorescence; active = well fitted inhibition curve with a large enough effect; inconclusive = small, poorly fitted or top-dose-only effect, or another doubt; inactive = no such curve, though single readings can be large or run the other way;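 also: 0% = full enzyme reaction and -100% = no-enzyme basal signal; the screen sought inhibitors and activators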
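Recombinant human enzyme (4 nM); glycogen substrate; 37 C, 40 min, pH 5.0. Readout: coupled glucose oxidase/Amplex Red fluorescence.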
* = called active by the depositor; ? = inconclusive; & = joins results of further samples; [ ] = dose if it differs, or a comment. Potency is read from the fitted curve at half-maximal effect.

A first look, 6 compounds:
GAA glycogen mod	SMILES
-6.6%[76.3 µM]	Cc1ccc(CN2CCN(C(=O)c3cccc4ccccc34)CC2)cc1
-6.2%[76.3 µM]	CCOC(=O)c1c(NC(=O)c2ccccc2OCC)sc2c1CCC(CC)C2 (stereo not drawn)
-7.1%[76.3 µM]	CCn1c(C(=O)NCc2ccccc2Br)cc2oc3ccccc3c21
2.6%	Nc1ncc2c(n1)CCN(c1ccc([N+](=O)[O-])cc1)C2
-6.7%	COc1ccc(N2CCN(C(=O)c3cc(-c4ccc(F)cc4)[nH]c3C)CC2)cc1
13.4%[76.3 µM]	CCc1nn(CC(=O)N2CCN(c3cc(C)ccc3C)CC2)c(=O)c2cc3occc3n12

This part in full (from the top)
GAA glycogen mod	SMILES
-6.6%[76.3 µM]	Cc1ccc(CN2CCN(C(=O)c3cccc4ccccc34)CC2)cc1
-6.2%[76.3 µM]	CCOC(=O)c1c(NC(=O)c2ccccc2OCC)sc2c1CCC(CC)C2 (stereo not drawn)
-7.1%[76.3 µM]	CCn1c(C(=O)NCc2ccccc2Br)cc2oc3ccccc3c21
2.6%	Nc1ncc2c(n1)CCN(c1ccc([N+](=O)[O-])cc1)C2
-6.7%	COc1ccc(N2CCN(C(=O)c3cc(-c4ccc(F)cc4)[nH]c3C)CC2)cc1
13.4%[76.3 µM]	CCc1nn(CC(=O)N2CCN(c3cc(C)ccc3C)CC2)c(=O)c2cc3occc3n12
-6.3%[76.3 µM]	Cc1ccc2oc(-c3cc(NC(=O)c4cccs4)cc(C)c3O)nc2c1
0.9%	CCOC(=O)c1cccc(NC(=O)CCn2c(=O)oc3ccccc32)c1
-2.3%[76.3 µM]	COc1ccc(CNC(=O)c2ccc(CS(=O)Cc3ccc(Cl)cc3)o2)cc1 (stereo not drawn)
8.5%[76.3 µM]	Cc1ccc(C(C)C)c(OCC(=O)Nc2c(C(=O)c3ccc(F)cc3)oc3ccccc23)c1
2.9%[76.3 µM]	Cc1cc2occ(CC(=O)NC3(C)CCS(=O)(=O)C3)c2cc1C (stereo not drawn)
-2.0%	O=C(C[n+]1cccc(Br)c1)c1ccc(-c2ccccc2)cc1
-20.6%[76.3 µM]	Nc1ncc(Br)cc1S(=O)(=O)N1CCCCCC1
-4.7%[76.3 µM]	CCN(Cc1ccncc1)C(=O)Cc1cccs1
2.8%[76.3 µM]	C/C(=N\NC(=O)c1ccc(F)cc1)c1ccc(NC(=O)Cc2ccccc2)cc1

Compounds listed so far with four or more nitrogen atoms:
GAA glycogen mod	SMILES
2.6%	Nc1ncc2c(n1)CCN(c1ccc([N+](=O)[O-])cc1)C2
13.4%[76.3 µM]	CCc1nn(CC(=O)N2CCN(c3cc(C)ccc3C)CC2)c(=O)c2cc3occc3n12

(continued)
GAA glycogen mod	SMILES
-4.6%[76.3 µM]	COc1ccc(-n2nc(C(=O)N3CCCCC3)c3c4ccccc4n(C)c3c2=O)cc1Cl
-2.5%[76.3 µM]	CCOC(=O)C1CCCN(c2nc3c(S(=O)(=O)c4ccc(C)c(C)c4)nnn3c3ccc(Cl)cc23)C1 (stereo not drawn)
1.3%[76.3 µM]	OCCC1CN(Cc2ccc(F)cc2)CCN1CCCc1ccccc1 (stereo not drawn)
-2.1%	C=C(C)Cn1c(CCNC(=O)c2ccco2)nc2ccccc21
10.7%[76.3 µM]	COc1ccc(N2CCN(S(=O)(=O)c3ccc(OC)c(-c4noc(C)n4)c3)CC2)cc1
12.4%[76.3 µM]	Cc1ccc(CN(C(=O)COc2ccc(C(C)(C)C)cc2)C2CCS(=O)(=O)C2)o1 (stereo not drawn)
0.5%[76.3 µM]	COc1ccccc1N1CCN(C(=O)c2ccc(N3CCCCS3(=O)=O)cc2)CC1
-3.7%	CCCc1cc(NCCCN(C)C)n2c(nc3ccccc32)c1C#N
6.5%	O=C(O)c1nn(CCOc2c(Cl)cccc2Cl)c(=O)c2ccccc12
-6.1%[76.3 µM]	CCC(=O)N1CCc2cc(S(=O)(=O)NCCC(=O)Nc3cccc(C)c3C)ccc21
2.1%[76.3 µM]	COc1ccc(S(=O)(=O)N2CCN(C(=O)C3CCCO3)CC2)cc1 (stereo not drawn)
11.9%	O=C(C1CCCN(S(=O)(=O)c2ccc(Cl)cc2)C1)N1CCCC1 (stereo not drawn)
-3.3%[76.3 µM]	O=C(NCCCN1CCCCC1)c1ccc2c(c1)ncn2C1CCCC1
-3.7%[76.3 µM]	CC12CCC(C(=O)NNC(=O)c3ccc(Br)cc3)(OC1=O)C2(C)C (stereo not drawn)
11.8%[76.3 µM]	O=C(c1ccccc1Cl)N1CCC(c2nc3ccccc3s2)CC1
10.9%	COc1ccc(-c2nc(N)nc(C)c2-c2ccc(Cl)cc2)c(O)c1
1.2%[76.3 µM]	COc1cccc(CN2CCN(C(c3ccccc3)c3ccccc3)CC2)c1O
2.4%[76.3 µM]	COc1ccc(C(=O)NCCN2CCCC2)cc1
-14.4%[76.3 µM]	COc1cccc(-c2cn3c(n2)sc2cc(C(=O)NCCc4ccccc4)ccc23)c1
1.2%[76.3 µM]	CC(C)(C)CN1CCN(Cc2cc3ccccc3[nH]2)CC1CCO (stereo not drawn)
-5.3%[76.3 µM]	CCOC(=O)C1CCN(C(=O)c2ccc3c(c2)sc2nc(-c4ccc(C)cc4)cn23)CC1
0.3%	COc1ccccc1NC(=O)Cc1ccc(-c2ccccc2)cc1
-10.0%[76.3 µM]	Fc1cccc(/C=N/Nc2nccnc2Cl)c1
-4.6%[76.3 µM]	CCCCOc1ccc(C(=O)N2CCN(c3ncccn3)CC2)cc1
1.8%[76.3 µM]	COc1cccc(C(=O)Nc2ccc(-c3cc(C(F)(F)F)nn3-c3ccccc3)cc2)c1
-5.0%[76.3 µM]	COc1ccc(Cn2c(CCC(=O)Nc3cc(OC)c(OC)c(OC)c3)nc3cccnc32)cc1
-15.4%[76.3 µM]	CCOC(=O)c1ccc(N2C(=O)c3n[nH]c(-c4cccs4)c3C2c2cccc(O)c2)cc1 (stereo not drawn)
-3.4%	CCOC(=O)c1c(SC)n(-c2ccccc2)c(=S)n(-c2ccccc2)c1=O
?	O=C(O)Cn1cc(/C=N/Nc2ccc([N+](=O)[O-])cn2)c2ccccc21
-5.7%[76.3 µM]	COc1ccc(-c2nc3c(c(SCc4ccc(Br)cc4)n2)Cc2c(CO)cnc(C)c2O3)cc1
1.8%	O=C(c1ccccc1)N1N=C(c2ccccc2O)CC1c1ccc(Br)cc1 (stereo not drawn)
-3.7%[76.3 µM]	Cn1c(=O)n(C)c2cc(N3CCCCC3)c(NC(=O)c3ccc(Cl)cc3)cc21
-9.4%[76.3 µM]	CCOc1ccc(NC(=O)C2CCN(S(=O)(=O)c3ccc4c(c3)NC(=O)C(C)S4)CC2)cc1 (stereo not drawn)
4.0%	COc1ccc(S(=O)(=O)N(Cc2ccccc2)c2ccccc2C(=O)N2CCOCC2)cc1
?	O=C(C1CCN(c2ncnc3c2nc2n3CCCCC2)CC1)N1CCN(c2ccc(F)cc2)CC1
-8.4%[76.3 µM]	CCn1c(=O)cc(OCC(=O)N2CCN(c3cccc(C)c3C)CC2)c2ccccc21
2.7%	COc1ccc(S(=O)(=O)NC2CCc3ccccc32)cc1OC (stereo not drawn)
-3.9%	CCc1nnc2c(NCCc3ccc(OC)c(OC)c3)nc3ccccc3n12
7.3%	CCOc1ccc(NC(=O)CC(Cc2cc(C)cc(C)c2)C(=O)O)cc1 (stereo not drawn)
-1.6%	COc1ccc(-n2c(C)nnc2SCC(=O)Nc2ccccc2F)cc1
0.3%	NC(=O)c1nn(Cc2ccccc2)c(=O)c2ccccc12
-3.3%[76.3 µM]	CCOC(=O)N1CCC(NC(=O)c2ccc3c(c2)N(C)C(=O)/C(=C/c2cccc(OC)c2)S3)CC1
-12.7%[15.3 µM]	CCCC[C@]12Cc3cc(OC)c(OC)cc3C(O1)C1=C(CC3(CCCCC3)OC1=O)O2
-0.2%	Cc1ccc(C(C(=O)NC2CCCCC2)N(CCCN2CCOCC2)C(=O)c2snc(C(N)=O)c2N)cc1 (stereo not drawn)
-11.3%[76.3 µM]	COc1cc2nc(SCC(=O)Nc3ccccc3F)n3nc(-c4ccccc4)nc3c2cc1OC
-9.5%[76.3 µM]	CCN(C(=O)CSc1nnc(-c2cc3occc3n2C)n1-c1ccccc1C)c1ccccc1
-1.4%[76.3 µM]	COCCN(CCOC)S(=O)(=O)c1ccc(NC(=O)c2cnccn2)cc1
6.4%[76.3 µM]	CCCCc1ccc(NC(=O)c2ccc3c(c2)CCN3S(=O)(=O)c2ccccc2)cc1
-6.5%[76.3 µM]	COc1ccc(-c2[nH]c3c(c2-c2c(-n4cccc4)n(C)c(=O)[nH]c2=O)c(=O)[nH]c(=O)n3C)cc1F
-1.9%[76.3 µM]	O=C(CCNC(=O)c1ccccc1Cl)Nc1cc(C(F)(F)F)ccc1N1CCCC1
2.3%[76.3 µM]	CSc1ncccc1C(=O)NC1CCCc2c1cnn2-c1ccc(C)c(C)c1 (stereo not drawn)
0.0%	O=[N+]([O-])c1ccc(/C=C/c2ccc3cccc(O)c3n2)cc1
0.0%[76.3 µM]	CC(=O)c1ccc(C(=O)NC2CCCN(Cc3ccccc3F)C2)s1 (stereo not drawn)
-0.4%[76.3 µM]	O=C(NCCc1cccc(C(F)(F)F)c1)C1CCC(=O)N(CCc2cccc(F)c2)C1 (stereo not drawn)
4.3%[76.3 µM]	Cc1ccc(Cl)cc1N1CCN(C(=O)c2sc3nc4n(c(=O)c3c2C)CCC4)CC1
-11.8%[76.3 µM]	S=C(NCCc1cccc(Cl)c1)NCc1ccccc1
6.0%[76.3 µM]	Cc1ccc(CSc2nc3cccnc3n2Cc2ccc(C(=O)NCc3cccs3)cc2)cc1
-5.8%[76.3 µM]	CN(Cc1cccnc1)C(=O)c1ccc2nc(Cc3ccccc3F)oc2c1
1.1%	O=C(O)CCn1nc(-c2ccc(F)cc2)cc(Cc2ccccc2)c1=O
2.5%	CC(c1nnc(SCC(=O)Nc2cc([N+](=O)[O-])ccc2F)n1Cc1ccccc1)N(C)C (stereo not drawn)

Further entries follow:
GAA glycogen mod	SMILES
-1.3%[76.3 µM]	COc1ccc(C(C)C)cc1S(=O)(=O)Nc1ncn[nH]1
-7.0%[76.3 µM]	O=C(CNC(=O)c1ccccc1Br)N/N=C/c1cccnc1
2.1%[76.3 µM]	O=C(CSc1nnc(-c2ccc(Cl)cc2)o1)N1CCc2ccccc21
-2.2%[76.3 µM]	O=C(CSc1nnc(-c2ccncc2)s1)Nc1ccc(Cl)c(C(=O)O)c1
-8.0%&-18.9%[76.3 µM]	Cc1ccc(CCNC(=O)CS(=O)Cc2nc(-c3ccccc3Cl)oc2C)cc1 (stereo not drawn)
-0.5%[76.3 µM]	CCOC(=O)CC(NC(=O)Cn1nnc(-c2ccc(C(F)(F)F)cc2)n1)c1ccc(C)cc1 (stereo not drawn)
-5.5%[76.3 µM]	COc1ccc(S(=O)(=O)N2CCN(C(c3ccccc3)c3ccccc3)CC2)cc1NC(C)=O
-1.1%[76.3 µM]	COc1ccc(NC(=O)Cn2cnc3ccc(S(=O)(=O)N4CCC(C)CC4)cc3c2=O)c(OC)c1
3.5%[76.3 µM]	O=C(CN(c1ccccc1)S(=O)(=O)c1ccc(F)cc1)NC1CCCCCC1
0.4%	Cc1ccc(S(=O)(=O)NC(C)C(=O)N2CCOCCOCCOCC2)cc1 (stereo not drawn)
1.6%[76.3 µM]	CC(C)c1nc2cc(C(=O)N3CCN(c4cnccn4)CC3)ccc2o1
0.2%	COc1ccc(N/C=C(\C=C\C#N)S(=O)(=O)c2ccccc2)cc1
-11.0%[76.3 µM]	Cc1cc(OCC(=O)N(C)Cc2ccccc2)ccc1Br
2.8%	C/C(=N\NC(=O)c1ccc(F)cc1)c1ccccn1
1.4%	COc1cc(CNCc2ccc(C(=O)O)cc2)ccc1OCc1ccc(F)cc1
-18.5%[15.3 µM]	CN1C(=O)c2ccc(C(=O)Nc3ccccc3O)cc2C1=O
-11.2%[76.3 µM]	CCc1ccccc1-n1ncc(C(=O)Nc2ccccc2OC)c1C
4.9%[76.3 µM]	Cc1ccccc1NC(=O)CSc1nc2ccccc2c(=O)n1C
-7.6%[76.3 µM]	CSc1nc(Nc2ccc(C)cc2C)cc(-c2ccccc2)n1
14.4%[76.3 µM]	COc1ccc(CNC(=O)Cn2ncc3c4ccccc4n(Cc4cccc(Cl)c4)c3c2=O)cc1
2.1%[76.3 µM]	Cc1ccc(C)c(Cn2c(=O)n(CCCC(=O)NCc3ccc4c(c3)OCO4)c(=O)c3sccc32)c1
-4.7%[76.3 µM]	CC(C)C[C@H](NC(=O)c1nc[nH]c1C(=O)N[C@@H](CC(C)C)C(=O)OC(C)(C)C)C(=O)OCc1ccccc1
-6.0%	CCCn1c2ccccc2c2cnn(CC(=O)NC(C)CC)c(=O)c21 (stereo not drawn)
-9.2%[76.3 µM]	CCOC(=O)c1cc(OC(=O)c2ccc(OC)cc2)n(-c2ccccc2)n1
3.3%[76.3 µM]	CC(O)c1nc2ccccc2n1Cc1ccccc1 (stereo not drawn)
-18.8%	Cc1ccc(OCC(=O)NCCNC(=O)c2ccccn2)cc1
-13.4%[76.3 µM]	O=C(O)c1ccccc1NCc1cccs1
1.0%	Cc1n[nH]c(=O)c2c1nnn2Cc1ccccc1Cl
2.1%[76.3 µM]	COc1ccc(/C=C\c2onc(C)c2S(=O)(=O)N2CCC(C(=O)Nc3ccc(F)cc3F)CC2)cc1
-18.4%[76.3 µM]	CN1CCc2c(sc3c2C(=O)NC(c2ccc(OC(=O)c4ccccc4)cc2)N3)C1 (stereo not drawn)
9.5%[76.3 µM]	Cc1ccc(-c2nn(-c3ccc(F)cc3)c3c2cnc2cc(F)c(F)cc23)cc1
-2.0%[76.3 µM]	CCc1cc(=O)oc2cc(OCC(=O)NCCCN3CCCC3=O)ccc12

Some of the compounds tested, so the mix of outcomes need not match the whole.
